High-throughput results from PubChem.
AMA1 RON2 block: AMA1-RON2 (P. falciparum) interaction inhibition | AID 720542 | AlphaScreen AMA1-biotinylated RON2 peptide binding | Potency, µM (series often up to 58.2 µM), for inactives: top-dose activity change, negative = inhibition, hits mostly inhibitors | actives 0.2% (n = 360,000);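 further: potency means the concentration at half of the fitted maximal effect; 0% = vehicle wells and -100% = peptide control; nearly all actives have a fitted effect of over 45% in size; some results filed as inactive show a strong effect at the top dose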
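AMA1 (3D7) with his tag at 25 nM final met compounds first, then biotinylated RON2 peptide at 25 nM; detection used donor plus acceptor beads, 10 µg/mL apiece, read by AlphaScreen after 30 min at room temperature.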
HCMV inh: human cytomegalovirus inhibition | HFF cells, HCMV-luciferase reporter, 72 h; hits give low values | activity change, negative = inhibition, % at 57.5 µM | actives 4.5% (n = 410,000) | AID 1259415; in the data active means activity change below about -60%; inconclusive means no clear call, values can overlap the other calls; inactive means above about -39%
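After 16 h attachment at 37C, HFF cells received test compound and HCMV-luciferase (1 PFU/cell); reporter luminescence read 72 h later, data normalized against buffer-only and known inhibitor Salinomycin.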
Sm TGR block: inhibitors of Schistosoma mansoni thioredoxin glutathione reductase. actives 3% (n = 360,000). Potency, µM (titrated, usually from 114 µM), for inactives: at the top dose activity change, negative = inhibition, usual class: inhibitors. AID 485364. purified TGR, DTNB reduction, TNB absorbance 405 nm. Q962Y6; further: potency means the concentration at half of the fitted maximal effect; nearly all actives have a fitted effect of over 60% in size
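TGR 20 nM + NADPH 100 uM (dispensed conc.), cpd preinc 15 min RT; start with NADPH (500 uM addition) then DTNB (15 mM addition). Kinetic TNB absorbance, 405 nm filter. Four-parameter Hill fit across titration.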
AmpC no deterg: inhibitors of E. coli AmpC beta-lactamase without detergent; AID 485341; AmpC nitrocefin hydrolysis, absorbance 480 nm, 0.0001% Triton; P00811; Potency, µM (titrated, usually from 57.1 µM), for the others: top-dose activity change, negative = inhibition, most hits filed as inhibitors; actives 0.52% (n = 330,000);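 further: potency means the concentration at half of the fitted maximal effect; plate controls were no compound for no effect and no enzyme for full effect; nearly all actives have a fitted effect of over 20% in size; some results filed as inactive show a strong effect at the top dose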
Target sequence (P00811 whole entry, looked up): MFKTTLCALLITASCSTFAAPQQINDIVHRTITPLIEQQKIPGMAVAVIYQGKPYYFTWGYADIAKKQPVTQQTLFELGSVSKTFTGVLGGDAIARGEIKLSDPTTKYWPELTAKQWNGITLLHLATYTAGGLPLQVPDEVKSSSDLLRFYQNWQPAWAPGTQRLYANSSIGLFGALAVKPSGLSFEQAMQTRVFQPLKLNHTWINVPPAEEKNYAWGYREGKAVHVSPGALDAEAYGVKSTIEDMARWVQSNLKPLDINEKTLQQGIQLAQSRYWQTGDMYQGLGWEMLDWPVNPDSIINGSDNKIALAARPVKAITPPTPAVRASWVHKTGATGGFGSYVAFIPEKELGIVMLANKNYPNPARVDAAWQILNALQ
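AmpC (5.3 nM in the dispensed reagent) in 20 mM phosphate pH 7.0 with 0.01% (detergent screen) or 0.0001% Triton X-100 was preincubated with compounds for 15 min at room temperature. Nitrocefin was then added from an 800 uM solution, and hydrolysis was followed at 480 nm.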
Giardia FBPA inh: inhibitors of Giardia lamblia fructose-1,6-bisphosphate aldolase; A8B2U2; purified Giardia FBPA; Potency, µM (doses to about 59.6 µM), for the others: top-dose activity, negative = inhibition, most hits filed as inhibitors; actives 0.71% (n = 290,000); AID 2451; further: potency means the concentration at half of the fitted maximal effect; nearly all actives have a fitted effect of over 55% in size
Target sequence (A8B2U2 whole entry, looked up): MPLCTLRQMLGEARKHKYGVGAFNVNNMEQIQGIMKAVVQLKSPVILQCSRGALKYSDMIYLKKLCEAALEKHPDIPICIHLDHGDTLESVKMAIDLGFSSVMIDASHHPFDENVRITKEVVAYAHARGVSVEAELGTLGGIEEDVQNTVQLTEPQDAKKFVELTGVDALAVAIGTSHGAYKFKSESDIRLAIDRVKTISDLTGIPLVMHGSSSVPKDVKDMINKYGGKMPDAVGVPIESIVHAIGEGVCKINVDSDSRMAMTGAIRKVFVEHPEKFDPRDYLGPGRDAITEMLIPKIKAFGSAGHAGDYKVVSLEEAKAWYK
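40 nM FBPA preincubated 10 min at RT with compound (up to 57.5 uM final), then substrate plus GAPDH/TPI/NAD/arsenate coupling and diaphorase/resazurin added. Fluorescence read after 20 min at RT, 525/598 nm.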
AmpC detergent: inhibitors of E. coli AmpC beta-lactamase with detergent; Potency, µM (series often up to 114 µM), for inactives: top-dose activity change, negative = inhibition, usual class: inhibitors; AmpC hydrolysis of nitrocefin, absorbance 480 nm, 0.01% Triton; AID 485294; P00811; actives 0.041% (n = 370,000);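 further: potency means the concentration at half of the fitted maximal effect; 0% = no-compound wells and -100% = no-enzyme wells; nearly all actives have a fitted effect of over 25% in size; some results filed as inactive show a strong effect at the top dose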
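AmpC (5.3 nM in the dispensed reagent) in 20 mM phosphate pH 7.0 with 0.01% (detergent screen) or 0.0001% Triton X-100 was preincubated with compounds for 15 min at room temperature. Nitrocefin was then added from an 800 uM solution, and hydrolysis was followed at 480 nm.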
An asterisk follows results filed as active; ? = inconclusive; / = no result given; & = joins results of further samples; [ ] = remark or other dose. Unless noted, the call rests on the fitted dose curve; in most records, active means well fitted curve in the direction sought with a large enough effect; inconclusive means small, poorly fitted or top-dose-only effect, or another doubt; inactive means no such curve, though single readings can be large; an effect the other way counts as inactive or inconclusive. Unless noted, on the % scale 0 is the no-effect control and ±100 the full control effect.

SMILES | AMA1 RON2 block | HCMV inh | Sm TGR block | AmpC no deterg | Giardia FBPA inh | AmpC detergent
O=C1C2CCCN2C(c2ccc(F)cc2)N1c1ccc(Cl)cc1 (stereo unspecified) | 7% | -77* | -5% | -1% | 5% | -3%
CC(C)NC(=O)c1ccc(-c2cc(C(F)(F)F)ccc2Cl)o1 | 0% | -23 | 1% | -19% | -1% | -15%
COc1ccc(N2CCN(C(=O)Cn3cnc4nc5c(cc4c3=O)CCCC5)CC2)cc1 | / | -18 | 0% | / | / | 2%
Cc1ccc(NC(=O)CCS(=O)(=O)c2ccc(Br)cc2)nc1 | 12% | ? | 16µM* | -16% | 2% | -3%
Cc1noc(C)c1COc1cccc(C(=O)Nc2ccc(Br)cc2F)c1 | -8%[11.6 µM] | 12 | / | -8% | / | /
CCCOc1nc2c(c(=O)n(C)c(=O)n2C)n1Cc1cccc2ccccc12 | -1% | -91* | -28% | -7% | -5% | ?
Cc1ccc(O)c(C(CC(=O)NC2CCCCC2)c2ccccc2)c1 (stereo unspecified) | 1% | -8 | 1% | -23% | 0% | 1%
CC(C)Cc1nnc(NC(=O)CCC(=O)N2CCC3(CC2)OCCO3)s1 | 12% | 10 | 3% | -5% | 1% | 1%
COc1cccc(/C=N/NC(=O)c2ccc([N+](=O)[O-])cc2Cl)c1O | 57%[activator] | -29 | -1% | -36% | -27% | -14%
Cc1ccc(C(=O)COC(=O)c2cccc(N3C(=O)c4c(C)nc5ccccc5c4C3=O)c2)cc1C | 8% | 85 | 0% | -32% | 0% | 3%
O=C(N/N=C/c1ccccc1C(F)(F)F)c1ccc(O)cc1 | -4% | -3 | -19% | -24% | -9% | ?
CCN(CC)S(=O)(=O)c1cccc(-c2nnc(SC(C)C(=O)NCCC3=CCCCC3)o2)c1 (stereo unspecified) | 8% | ? | -21% | 35% | -4% | 1%
Cc1cccc(N2CCN(C(=O)c3ccncc3)CC2)c1C | 9% | -1 | 0% | -3% | 9% | -1%
O=S(=O)(Nc1ccc(-c2ccc3nncn3n2)cc1)c1cccs1 | -3% | -29 | -3% | -29% | / | -12%
CCCNC(=O)N1[C@H]2CC[C@@H]1C(C(=O)OC)=C(c1ccc(-c3ccccc3)c(F)c1)C2 | -7% | 10 | 1% | 149%[activator] | / | -5%

Compound profiles, from the list above. Order of screens: AMA1 RON2 block | HCMV inh | Sm TGR block | AmpC no deterg | Giardia FBPA inh | AmpC detergent
Record of COc1ccc(N2CCN(C(=O)Cn3cnc4nc5c(cc4c3=O)CCCC5)CC2)cc1 : / | -18 | 0% | / | / | 2%
Record of Cc1ccc(NC(=O)CCS(=O)(=O)c2ccc(Br)cc2)nc1 : 12% | ? | 16µM* | -16% | 2% | -3%
Record of Cc1cccc(N2CCN(C(=O)c3ccncc3)CC2)c1C : 9% | -1 | 0% | -3% | 9% | -1%

(next part)
SMILES | AMA1 RON2 block | HCMV inh | Sm TGR block | AmpC no deterg | Giardia FBPA inh | AmpC detergent
Nc1nnc(CSc2ccc(Cl)cc2)s1 | 5% | 12 | -4% | -7% | 2% | -6%
O=C(Nc1ccc2c(c1)OCCO2)C1CCN(S(=O)(=O)c2ccccc2)CC1 | 4% | -37 | / | -18% | 1% | -2%
C=CCn1c(NCc2ccccc2O)nc2ccccc21 | -7% | 31 | -7% | -36% | 7% | -12%
COc1ccccc1C(=O)OCC#CCSc1nnc(-c2cccc3ccccc23)o1 | / | -14 | -17% | -18%&-9% | / | -10%
CCOC(=O)Cc1nnc(NC(=O)C(CC)Sc2nc(C)cc(=O)[nH]2)s1 (stereo unspecified) | 25% | ? | -9% | -20% | -15% | -14%
O=C(O)c1cc2[nH]c3c(c2cc1Cl)CCCC3 | -2% | 34 | 1% | -24% | 15% | -17%
Cc1cc(C)cc(NC(=O)Nc2ccc(S(=O)(=O)Nc3cc(C)on3)cc2)c1 | -8% | / | -2% | -48% | 11% | -17%
Cc1ccc2nc(-c3ccccn3)cc(C(=O)NC(C)C(C)(C)C)c2c1 (stereo unspecified) | 15% | -7 | 12% | -9% | 7% | -1%
Cn1c(Cl)cnc1C(O)(c1ccccc1)c1ccccc1 | -5% | ? | 0% | -15% | 0% | 1%
CCC(C)(C)NC(=O)CN(C(=O)CCC(=O)Nc1ccccn1)c1ccc2c(c1)OCO2 | -1% | -15 | -17% | -7% | -1% | 5%
COc1ccc(CC(=O)NNC(=O)[C@@H]2CCCC[C@@H]2C(=O)O)cc1 | -3% | 13 | 4% | 4% | / | 3%
O=C(Nc1c2c(nn1-c1ccc(Cl)cc1)CS(=O)(=O)C2)C1CC1 | -4% | -2 | 7% | -15% | / | 1%
NC(=O)C1CCN(C(=O)CCC(=O)c2ccc(Br)cc2)CC1 | 0% | -23 | -22% | -27% | -1% | -1%
CC(=O)N(Cc1cccs1)C1CCOC(C)(C)C1 (stereo unspecified) | 8% | 50 | -1% | / | 2% | 2%
CCc1ccccc1NC(=O)NC(C)c1ccc2c(c1)OCO2 (stereo unspecified) | 12% | 43 | -8% | -3% | 8% | 2%
Cc1ccccc1OCCOC(=O)c1nc2nccc(C)n2n1 | 6% | ? | 1% | -1% | 0% | 1%
CC(=O)OCc1c(C)cc(C)c(/C=C(/C#N)C(N)=O)c1C | 1% | 9 | / | 3% | 3% | -7%
CC1=C(c2ccc(C)c(C)c2)S(=O)(=O)N(Cc2ccc(C(=O)Nc3cc(F)ccc3F)cc2)C1=O | / | 2 | -7% | / | / | -11%
CC(=O)Nc1ccc(NC(=O)C(c2ccccc2)N2Cc3ccccc3C2=O)cc1 (stereo unspecified) | / | 4 | -4% | / | / | 1%
O=C(O)CSc1nnc(-c2cccc(S(=O)(=O)N3CCOCC3)c2)n1-c1cccc(Cl)c1 | -13% | -35 | 4% | -12% | 9% | 1%
COc1cc(Cl)c(C)cc1NC(=O)CSc1nnc(-c2cccnc2)n1Cc1ccco1 | -12% | -23 | 45µM* | 106%[activator] | -3% | ?
Cc1ccn(-c2n[nH]c(C)c2[N+](=O)[O-])n1 | 23% | -14 | / | -4% | -10% | 7%
O=C(CNc1ccc(F)cc1)N/N=C1\CCCc2ccccc21 | 33%[activator] | -22 | 13% | -24% | -8% | -1%
CCOC(=O)c1c(NC(=O)c2ccoc2C)sc2c1CCC2 | 0% | -33 | -19% | -11% | 4% | 3%
CC(NC(=O)Cn1c(=O)oc2cc(S(=O)(=O)N3CCCC3)ccc21)c1ccccc1 (stereo unspecified) | 8% | -19 | ? | -14% | 2% | -8%
CC1(C)Oc2ccc(C(=O)Nc3ccccc3)cc2N(CC#N)C1=O | -11% | -6 | -12% | -32% | -7% | 2%
O=C1C2C3C=CC(C4CC34)C2C(=O)N1c1cc(Cl)ccn1 (stereo unspecified) | 0% | 6 | 9% | -12% | 7% | 4%
CC(C)N=C1CC(C)(C)CC(=O)/C1=C(/O)CCCN1C(=O)c2ccccc2C1=O | -3% | -38 | -1% | 48% | 3% | 3%
N#CC1=C(N)N(c2ccccc2)C2=C(C(=O)CCC2)C1c1ccsc1 (stereo unspecified) | 55%[activator] | 7 | 39%[activator] | -9% | ? | -9%
CCc1ccc(C(=O)c2cn(CC(=O)Nc3cc(F)ccc3F)c3nc(C)ccc3c2=O)cc1 | / | 1 | -2% | / | / | 2%
COc1cccc(CN2CC(C(=O)NCCCc3ccc(C)cc3)CCC2=O)c1 (stereo unspecified) | -14% | 67 | -8% | 142%[activator] | 10% | -7%
CC(=O)Nc1ccc2c(c1)CCCC2=O | 0% | 16 | 32µM* | -9% | -16% | -9%
COc1ccc(-c2nc3n(c(=O)c2C#N)CCS3)cc1OC | 13% | -5 | -4% | -20% | 1% | 1%
COc1ccc(OCc2nc3ccc(S(=O)(=O)Nc4ccccc4Cl)cc3[nH]2)cc1 | 16% | -6 | -3% | -39% | 12% | -1%
CCOc1ccccc1NC(=O)CSc1nnc(Cc2ccc(OC)cc2)c(=O)n1N | 17% | 8 | 1% | -28% | / | ?
COc1ccc(C(=O)N2CCCC(c3nc(-c4cccs4)no3)C2)cc1 (stereo unspecified) | -12% | -11 | 2% | 27% | 5% | -7%
CC1=C(C(=O)Nc2ccc(C)cc2C)C(c2cccs2)NC(=S)N1 (stereo unspecified) | 17% | 0 | 0% | ? | 4% | -1%
CCCCn1c(N)c(N(Cc2ccccc2OC)C(=O)CC2OC(=O)c3ccccc32)c(=O)[nH]c1=O (stereo unspecified) | -3% | 15 | -2% | -22% | / | -10%
Cc1ccc(-c2cnc3n2CCCCC3)cc1 | -6% | -15 | 9% | -6%[11.4 µM] | -1% | -6%
Cc1ccccc1CSCCNS(C)(=O)=O | 4% | 5 | -27% | -18% | 3% | 6%
Cc1ccc(S(=O)(=O)N2CCC[C@H]2C(=O)OCC(=O)c2ccc3c(c2)NC(=O)CO3)cc1 | 2% | -8 | -3% | -9% | ? | -1%
O=C(CCc1nc2ccccc2c(=O)[nH]1)N1CCCc2ccccc21 | -2% | 15 | -7% | -22% | / | ?
CCOc1ccc(S(=O)(=O)NCCC(=O)N2CC=C(c3ccccc3)CC2)cc1 | 11% | ? | -1% | 4% | / | -8%
COc1ccc(C(C(=O)NC(C)(C)C)N(CC2CCCO2)C(=O)CCC(=O)Nc2cc(C)on2)cc1 (stereo unspecified) | 9% | 19 | 8% | 53% | 9% | 8%
C/C(=C\C(=O)Nc1cscc1C)C(=O)O | 1% | 62 | -9% | -28% | 0% | -8%
O=C(NCc1ccccc1Cl)C1CCN(S(=O)(=O)c2ccc3c(c2)CCCN3C(=O)C2CCC2)CC1 | / | -29 | 10% | / | / | 4%
O=C(NC1CCCc2ccccc21)C1CCC(CNS(=O)(=O)c2cccc3nsnc23)CC1 (stereo unspecified) | 5% | -16 | 5% | 3% | 3% | -18%
CCCc1nn2c(=O)cc(COc3cccc(NC(=O)c4ccco4)c3)nc2s1 | -11% | -35 | ? | 12% | / | 2%
CC(C)(Cc1cccc(CC(C)(C)C(=O)O)c1)C(=O)O | 14% | 1 | -3% | -22% | -5% | -4%
COc1cnc(-c2ccccc2)nc1Oc1cccc(C)c1C | -3% | 10 | 0% | 28% | 2% | -8%
O=C(Cn1ccc(NC(=O)OCc2ccccc2)nc1=O)NCCCn1ccnc1 | -9% | 11 | -18% | -13% | / | -1%
CCCCn1c(SCC(=O)Nc2cc(C)on2)nc2c1c(=O)n(C)c(=O)n2C | 0% | -17 | 3% | -15% | 14% | -1%

Reprinted at random: three records from the list, in no set order.
SMILES | AMA1 RON2 block | HCMV inh | Sm TGR block | AmpC no deterg | Giardia FBPA inh | AmpC detergent
CC(=O)OCc1c(C)cc(C)c(/C=C(/C#N)C(N)=O)c1C | 1% | 9 | / | 3% | 3% | -7%
O=S(=O)(Nc1ccc(-c2ccc3nncn3n2)cc1)c1cccs1 | -3% | -29 | -3% | -29% | / | -12%
CCOc1ccc(S(=O)(=O)NCCC(=O)N2CC=C(c3ccccc3)CC2)cc1 | 11% | ? | -1% | 4% | / | -8%
